DENV2 CPE: inhibitors of DENV2 cytopathic effect, primary screen, cell-based, plate reader, single concentration. DENV2-infected cells, cytopathic effect rescue. CPE inhibition, % at 9.99 µM. 350,000 tested, 1.7% active; in the data active = CPE inhibition above about 20%, passing the limit was not always enough; inconclusive = no clear call, values can overlap the other calls; tested in BHK-21 cells;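 note: 0% = median of neutral control wells and 100% = median of positive control wells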
SIRT5 block: SIRT5 desuccinylase inhibitors, primary screen, biochemical, fluorescence imaging, single point, set 5; NAD-dependent protein deacylase sirtuin-5, mitochondrial (Homo sapiens), Q9NXA8; Purified SirT5, succinyl-peptide AMC, trypsin-coupled fluorescence; inhibition, % at 15 µM; 330,000 tested, 1.1% active; AID 652115, 2013; in the data active = inhibition above about 15%; inconclusive = no clear call, values can overlap the other calls
Target sequence (Q9NXA8 whole entry, looked up): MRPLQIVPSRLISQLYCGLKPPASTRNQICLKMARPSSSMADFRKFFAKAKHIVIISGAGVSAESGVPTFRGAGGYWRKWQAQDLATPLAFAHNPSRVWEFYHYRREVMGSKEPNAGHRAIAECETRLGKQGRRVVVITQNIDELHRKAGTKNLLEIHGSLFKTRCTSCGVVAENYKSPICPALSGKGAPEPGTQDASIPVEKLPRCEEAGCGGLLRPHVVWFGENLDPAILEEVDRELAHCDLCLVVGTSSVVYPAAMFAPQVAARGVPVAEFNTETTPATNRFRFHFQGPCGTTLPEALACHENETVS
Statin myotox sup: suppressors of statin myotoxicity in C2C12 myotubes, primary screen, cell-based, single point, plate reader; C2C12 myotubes + simvastatin, ATP luminescence, 48 h; scaled: DMSO 0, geranylgeraniol control 100; rescue of ATP level, % at 7.49 µM; 330,000 tested, 0.78% active;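 active = mean ATP rescue above about 67%, or every replicate alone reaching that limit, limit read from the data, passing the limit was not always enough; inconclusive = no clear call, values can overlap the other calls; inactive = mean under the limit and some replicate under it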;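 note: myotubes were challenged with 10 µM simvastatin during compound exposure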
ERp5 block: inhibitors of ERp5-driven insulin aggregation, primary screen, biochemical, turbidity, absorbance 650 nm, single point. 90 min. inhibition, % at 9.99 µM. 350,000 tested, 0.05% active. AID 651711, 2012;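 active = mean replicate inhibition above about 25%, with every replicate also reaching it, limit read from the data, passing the limit was not always enough; inconclusive = only one of those two criteria met; inactive = neither criterion met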
Target sequence (Q15084 whole entry, looked up): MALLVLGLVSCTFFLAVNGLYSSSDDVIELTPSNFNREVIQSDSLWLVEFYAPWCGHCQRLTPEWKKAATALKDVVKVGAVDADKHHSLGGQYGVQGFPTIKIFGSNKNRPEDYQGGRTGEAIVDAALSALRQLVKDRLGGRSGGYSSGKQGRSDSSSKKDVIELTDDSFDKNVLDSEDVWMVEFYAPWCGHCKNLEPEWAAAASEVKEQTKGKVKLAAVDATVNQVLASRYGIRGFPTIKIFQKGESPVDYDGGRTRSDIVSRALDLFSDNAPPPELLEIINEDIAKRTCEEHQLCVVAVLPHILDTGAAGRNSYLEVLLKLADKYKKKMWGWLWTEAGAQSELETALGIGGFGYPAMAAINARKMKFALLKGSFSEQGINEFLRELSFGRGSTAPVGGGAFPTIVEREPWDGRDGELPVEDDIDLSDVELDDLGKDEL
E-selectin induc: E-selectin induction in HUVECs, primary screen, imaging, HUVEC, immunofluorescence imaging, single point | activation, % at 7.58 µM | AID 686992, 2013 | normalized: neutral wells 0, TNF-alpha wells 100 | 260,000 tested, 0.37% active | P16581;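 active = mean E-selectin-positive cell signal at least 10% of the positive control, reached in at least 60% of replicates, without over 20% cell loss; inconclusive = no rule given, readout overlaps actives, possibly toxicity-flagged; inactive = the rest, including those meeting only one limit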;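 note: in these data hits start at about 27%; measured in HUVEC primary endothelial cells; signal is the percent of cells scored E-selectin positive by PE staining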
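System: HUVEC / Compound: single concentration / Signal: immunofluorescence imaging / Read-out: percent E-selectin-positive cells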
S100A4 inh HTS: inhibitors of S100A4-myosin IIA peptide binding, primary screen, biochemical, fluorescence polarization, TAMRA-MyoIIA peptide | inhibition, % at 10.7 µM | 360,000 tested, 0.14% active | AID 652163, 2013;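 active = mean inhibition of at least 70% across replicates, with every replicate also reaching that level; inconclusive = mean inhibition reaches 70% but some replicates fall short; inactive = mean inhibition below 70%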
Target sequence (P26447 whole entry, looked up): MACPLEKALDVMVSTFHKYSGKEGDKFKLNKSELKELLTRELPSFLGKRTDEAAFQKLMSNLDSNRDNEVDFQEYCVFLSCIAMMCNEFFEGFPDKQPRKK
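Material: S100A4 monomer protein | Medium: HEPES pH 7.2 with CaCl2, KCl, NaCl, DTT, Triton | Reagent: Labelled myosin peptide probe, 5 nM | Doses: One dose per compound | Times: 5 min incubation before reading | Benchmarks: Neutral control DMSO, positive control TFP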
PglD inh: C. jejuni PglD acetyltransferase inhibitors, primary screen, biochemical, DTNB colorimetric, single point. UDP-N-acetylbacillosamine N-acetyltransferase PglD (Campylobacter jejuni). purified PglD enzyme, DTNB colorimetric CoA detection. inhibition, % at 12.5 µM. 360,000 tested, 0.098% active. AID 602405, 2012; in the data active = inhibition above about 16%, passing the limit was not always enough; inconclusive = no clear call, values can overlap the other calls; note: strong numbers were not always called active
An asterisk follows results filed as active; u = inconclusive; x = not tested or not shown. An excerpt. The share of hits here may be higher or lower than overall.

Results follow in this order: DENV2 CPE	SIRT5 block	Statin myotox sup	ERp5 block	E-selectin induc	S100A4 inh HTS	PglD inh
CCCS(=O)(=O)c1nc(S(=O)(=O)c2ccc(C)cc2)c(N2CCC(O)CC2)s1
 : -4	0	17	-2	2.9	1	5
CS(=O)(=O)N1[C@H](C#N)[C@H](c2ccccc2-c2ccccc2)[C@@H]1CO
 : -7	-1	x	-3	0.0	61	x
CCOc1ccc(C(=O)/C=C/c2cn(CN3CCN(C)CC3)c3ccccc23)cc1
 : u	0	20	1	x	-3	-12
C/C(=N\NC(=S)Nc1ccc(F)cc1)C1CC1
 : -4	0	-5	-2	x	-1	3
CNCc1ccccc1Sc1ccc(O)c(O)c1
 : 5	-3	x	-3	x	-7	x
Cc1cc(C)nc(N(C#N)Cc2ccccc2Cl)n1
 : -2	-2	69*	-3	0.0	-1	0
CC1=C(C(=O)N2CCOCC2)C(c2ccccc2F)NC(=O)N1 (stereo not given)
 : 9	-2	3	2	x	0	x
O=C(O)COc1ccc(NC(=O)c2ccc(NC(=O)c3ccco3)cc2)cc1
 : -6	3	-6	0	-0.9	-1	-2
CN(Cc1ccc(Cl)cc1Cl)C(=O)C1CC(=O)N(Cc2ccco2)C1 (stereo not given)
 : -6	x	5	3	-1.5	-8	-6
O=S(Cc1ccccc1)Cc1ccccc1
 : -4	-3	2	1	x	0	-1
COc1ccc(CCC(=O)N2CCN(S(=O)(=O)c3ccc(OC)cc3)CC2)cc1
 : -8	-6	7	-4	x	-2	-3
COc1ccc(CCC(C)NCC2CCCCC2)cc1 (stereo not given)
 : -3	2	27	5	x	3	5
O=C(Nc1ccccc1[N+](=O)[O-])c1cccc(N2C(=O)CCC2=O)c1
 : -2	0	-1	-6	0.0	-8	4
O=C(CCS(=O)(=O)c1ccc(Cl)cc1)NCCC1=CCCCC1
 : 7	-1	-3	-2	-1.0	13	-1
Cc1cccc(NC(=S)N/N=C/c2c[nH]c3ccccc23)c1
 : -1	-4	-31	-8	x	1	-2
Cc1ccc(S(=O)(=O)N(C)C[C@@H]2Oc3c(NS(C)(=O)=O)cccc3C(=O)N([C@H](C)CO)C[C@@H]2C)cc1
 : -3	-1	-2	0	-0.2	34	-4
COc1ccc(S(=O)(=O)Cc2ccc(C(=O)N3CCCC3)o2)cc1
 : 9	x	4	5	x	2	-2
Cc1noc(C)c1S(=O)(=O)Nc1cccc2c1O[C@@H](CN(C)Cc1ccc(Cl)c(Cl)c1)[C@@H](C)CN([C@H](C)CO)C2=O
 : 1	-1	-5	0	1.5	-18	1
C[C@H](CO)N1C[C@H](C)[C@H](CN(C)C(=O)c2ccc(F)cc2)Oc2cc(-c3cccc(C#N)c3)ccc2S1(=O)=O
 : 7	1	-3	1	-0.3	-7	-4
C[C@H]1CN([C@@H](C)CO)C(=O)c2cc(NC(=O)Nc3ccccc3)ccc2O[C@@H]1CN(C)Cc1ccncc1
 : -4	4	-7	-3	0.8	-3	1
Cc1ccc(C)c(NC(=O)Nn2cnnc2)c1
 : 7	-6	1	2	x	-7	-1
Cc1ccc(CC#N)c(-c2c(CC#N)ccc(C)c2C)c1C
 : 3	-2	-1	5	-0.3	-3	-5
COc1ccc(CCNC(=O)c2c([S-])n(-c3ccc(C)cc3)c3cccc[n+]23)cc1
 : 0	-1	x	-6	0.1	12	3
COc1cccc(NC(=O)c2nn(C)c3c2CS(=O)(=O)c2ccccc2-3)c1
 : -2	-5	-2	-7	x	5	0
C/C(=N\NC(=O)c1ccco1)c1cccc2ccccc12
 : 14	1	4	0	x	16	x
COc1ccc(C2C(C(=O)Nc3ccccn3)=C(C)Nc3ncnn32)c(OC)c1 (stereo not given)
 : -6	-4	15	6	2.2	-4	-1
O=[N+]([O-])c1ccc(N2CCCCC2)cn1
 : -4	1	x	4	0.0	2	10
CCOc1ccc(CCNC(=O)CSCC(=O)Nc2ccc(OC)cc2)cc1OCC
 : -5	5	9	7	-1.2	-4	1
CC(=O)c1ccc(OC(=O)COc2ccccc2)cc1
 : u	-4	-4	-10	0.1	-1	-5
OCCNc1nc(Nc2ccc(Br)cc2)nc2ccccc12
 : -11	3	x	-1	x	3	x
Cc1ccc(CNC(=O)CSc2nc3[nH]ncc3c(=O)[nH]2)cc1
 : 5	2	3	1	0.0	5	-4
N=c1oc2ccc(Br)cc2cc1C(=O)NCc1ccccc1
 : -1	-3	x	5	x	16	-5
C[C@@H]1CN([C@H](C)CO)C(=O)c2cc(-c3ccccc3F)cnc2O[C@H]1CN(C)C(=O)c1ccccn1
 : -10	-1	1	1	-0.2	14	-1
Cc1ccc(S(=O)(=O)N2CCC(C(=O)Nc3ccc(S(=O)(=O)N4CCCC4)cc3)CC2)cc1
 : 6	-3	-3	-7	x	13	-1
Cn1cc(SCC(=O)N2CCN(c3ccccc3)CC2)c2ccccc21
 : 5	-3	15	5	-0.1	-2	1
C[C@@H]1CCCCO[C@H](CN(C)C(=O)c2ccccc2)[C@@H](C)CN([C@@H](C)CO)C(=O)c2cc(NS(=O)(=O)c3cccs3)ccc2O1
 : -1	1	8	4	x	14	5
COc1cccc(C(=O)Nc2ccc3c(c2)C(=O)N(C)[C@H]2CC[C@@H](CC(=O)NCCCN4CCOCC4)O[C@@H]2CO3)c1
 : u	1	-15	1	-0.2	12	-4
CCn1nc(C(=O)Nc2ccc(N3CCOCC3)cc2)c2ccccc2c1=O
 : 6	0	7	2	x	-1	7
CCCCn1c(N)c(N(CC)C(=O)C2CCC2)c(=O)[nH]c1=O
 : -4	0	2	2	-0.6	-15	-1
CCc1cccc(NC(=S)N(CCOC)C(C)c2ccco2)c1 (stereo not given)
 : 2	-5	-9	4	1.6	2	-4
CCOc1cc(S(=O)(=O)n2nc(C)cc2C)ccc1Br
 : -4	-1	-8	1	x	-2	-1
COc1ccccc1NC(=O)CCc1nnc2ccc(N3CCC4(CC3)OCCO4)nn12
 : -5	-3	x	10	x	-2	x
O=C1OCC(O)=C1Cc1ccccc1
 : 7	0	x	6	-0.8	6	x
COc1ccc(CN(C)C[C@@H]2OCCCC[C@H](C)Oc3ccc(NS(=O)(=O)c4ccc(C)cc4)cc3C(=O)N([C@H](C)CO)C[C@H]2C)cc1
 : 4	2	x	2	0.2	-28	-12
C[C@@H]1CN([C@@H](C)CO)C(=O)c2cccc(NC(=O)C3CC3)c2O[C@@H]1CN(C)S(=O)(=O)c1ccc(Cl)cc1
 : -3	-6	13	-3	-0.6	5	0

An excerpt from above in order of their number in PglD inh, ascending:
Compound,DENV2 CPE,SIRT5 block,ERp5 block,S100A4 inh HTS,PglD inh
Cc1ccc(S(=O)(=O)N2CCC(C(=O)Nc3ccc(S(=O)(=O)N4CCCC4)cc3)CC2)cc1,6,-3,-7,13,-1
C[C@@H]1CN([C@@H](C)CO)C(=O)c2cccc(NC(=O)C3CC3)c2O[C@@H]1CN(C)S(=O)(=O)c1ccc(Cl)cc1,-3,-6,-3,5,0
CCn1nc(C(=O)Nc2ccc(N3CCOCC3)cc2)c2ccccc2c1=O,6,0,2,-1,7

Further records.
Results follow in this order: DENV2 CPE	SIRT5 block	Statin myotox sup	ERp5 block	E-selectin induc	S100A4 inh HTS	PglD inh
CN(C)CC#Cc1ccc([C@H]2[C@@H](CO)N3C(=O)CN(C(=O)c4cccnc4)C[C@H]23)cc1
 : -1	-6	x	-2	-0.1	14	x
COc1ccc2c3c(n(C)c2c1)[C@@H](CO)N(C(=O)CC1CC1)CC31CN(C(=O)NC(C)C)C1
 : 2	-1	x	-2	0.2	23	x
Cc1cc(N(CC(=O)NC2CC2)S(C)(=O)=O)ccc1Br
 : -7	-1	x	6	-0.2	0	x
O=C(ON=C1CCN(S(=O)(=O)c2ccccc2)CC1)c1ccc(F)cc1
 : x	x	17	x	-0.9	x	-1
CCCN(CC(=O)Nc1ccc(F)c(F)c1F)CC(=O)Nc1c(Cl)cccc1Cl
 : 2	-4	x	-5	-1.6	1	-3
O=C(/C=C/c1cccs1)Nc1cccnc1
 : -9	5	x	3	-1.1	3	x
C[C@H]1CN([C@@H](C)CO)C(=O)c2ccccc2-c2ccccc2CO[C@H]1CN(C)C(=O)c1ccc(F)cc1
 : -1	1	x	8	0.2	3	2
N#C[C@@H]1[C@@H](c2ccc(C3=CCCCC3)cc2)[C@@H](CO)N1C(=O)NC1CCCCC1
 : 9	6	2	-2	-0.1	2	-1
CCCN(C)C[C@@H]1Oc2cc(C#CCOC)ccc2S(=O)(=O)N([C@@H](C)CO)C[C@@H]1C
 : -7	-3	-2	-2	-0.5	1	2
COc1ccc2cc(-c3cccnc3)ncc2c1
 : -12	-3	8	-2	-0.2	2	-3
COc1ccc(OC)c2sc(NC(=O)c3ccc(Cl)s3)nc12
 : 2	-10	-2	6	0.6	0	-1
COc1ccccc1Cc1c(-c2ccc(F)cc2)nc2c(C)cc(Br)cn12
 : 6	-2	-3	-3	3.9	-11	-4
O=C(C[C@@H]1C[C@@H]2c3cc(NC(=O)NC4CCCC4)ccc3O[C@@H]2[C@@H](CO)O1)NCc1ccccc1F
 : -6	-9	3	-1	-0.1	1	1
CC1CCC(NC(=O)CCS(=O)(=O)c2ccc3c(c2)oc(=O)n3C)CC1 (stereo not given)
 : 3	-4	-5	3	x	-2	3
O=C1c2ccc([N+](=O)[O-])cc2C(=O)N1c1ccc([N+](=O)[O-])cn1
 : -1	-8	x	0	-0.1	-1	x
Cc1cc2cc(CCNC(=O)C(=O)c3c[nH]c4ccccc34)c(=O)[nH]c2cc1C
 : x	0	x	9	2.1	-7	x
C[C@@H]1CN([C@@H](C)CO)C(=O)c2cccc(NC(=O)c3cnccn3)c2O[C@H]1CN(C)C(=O)Nc1ccccc1
 : -15	0	16	-1	0.4	5	0
Nc1ccc(C(=O)NCC(=O)O)cc1
 : -1	2	1	0	-2.0	4	1
O=c1[nH]c2cccc(Cl)c2c2ccccc12
 : -7	x	-13	2	-0.1	-4	-1
Cc1cc(C)nc(SCC(=O)Nc2ncc(Cc3cccc(Cl)c3)s2)n1
 : -12	x	x	3	x	20	-3
S=C(Nc1ccc(N2CCOCC2)cc1)Nc1ccc2snnc2c1
 : 2	-6	x	1	x	1	x
COc1cccc(OCC(O)CNC2CCCC2)c1 (stereo not given)
 : 5	5	2	1	-1.1	-2	-2
Cc1csc(Nc2ccc(Cl)cc2)[n+]1-c1ccc(Cl)cc1
 : 1	-4	x	1	x	-6	x
O=C(NCc1ccncc1)C(=O)NCC1OCCCN1S(=O)(=O)c1cc(F)ccc1F (stereo not given)
 : 2	-1	4	-1	0.1	0	-6
O=C(CN1CCN(C(=O)C2CCCO2)CC1)Nc1ccc(F)cc1 (stereo not given)
 : 5	1	-2	5	-0.2	31	1
C#CCCOC(=O)N1C2=NC(C(=O)OC)=C(C(=O)OC)[C@@H]3N(C)c4ccccc4[C@]23C[C@H]1CO
 : -3	x	x	8	-0.1	13	2
Cc1ccc(S(=O)(=O)N(C)C[C@H]2OCCCC[C@H](C)Oc3ccc(NC(=O)c4ccccc4)cc3C(=O)N([C@@H](C)CO)C[C@@H]2C)cc1
 : -1	2	x	0	x	-10	0
CCOC(=O)C1CCN(C(=O)COc2ccc(Br)cc2Br)CC1
 : 4	-3	10	2	0.5	-47	4
O=C(c1ccc(S(=O)(=O)NCc2ccco2)cc1)N1CCN(c2ccccc2)CC1
 : 12	-2	-5	5	1.2	-3	2

Screens as filed in PubChem BioAssay.
